S100A4 inh HTS – blocks human S100A4 binding to myosin IIA peptide; 360,000 compounds, 0.14% hits; inhibition, % at 10.7 µM; S100A4/TAMRA-MyoIIA peptide fluorescence polarization; P26447;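 active means mean inhibition of at least 70% across replicates, with every replicate also reaching that level; inconclusive means mean inhibition reaches 70% but some replicates fall short; inactive means mean inhibition below 70%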
Target sequence (P26447 whole entry, looked up): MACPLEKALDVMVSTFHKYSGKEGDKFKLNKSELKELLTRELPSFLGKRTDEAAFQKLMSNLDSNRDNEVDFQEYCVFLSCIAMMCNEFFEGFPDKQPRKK
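System – human S100A4 monomer protein, biochemical binding assay · Buffer or medium – Calcium-containing HEPES buffer, pH 7.2 · Timing – 5 min between mix addition and reading · Also added – TAMRA-labelled myosin IIA heavy-chain peptide probe, 5 nM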
DENV2 CPE rescue – inhibitors of DENV2 cytopathic effect; 350,000 compounds, 1.7% hits; DENV2-infected cells, cytopathic effect rescue, plate reader; CPE inhibition, % at 9.99 µM; in the data active means CPE inhibition above about 20%, passing the limit was not always enough; inconclusive means no clear call, values can overlap the other calls; tested in BHK-21 cells;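 further: 0% = median of neutral control wells and 100% = median of positive control wells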
SIRT5 block – inhibitors of human sirtuin-5 desuccinylase; 330,000 compounds, 1.1% hits; Q9NXA8; Purified SirT5, succinyl-peptide AMC, trypsin-coupled fluorescence; inhibition, % at 15 µM; AID 652115; in the data active means inhibition above about 15%; inconclusive means no clear call, values can overlap the other calls
Target sequence (Q9NXA8 whole entry, looked up): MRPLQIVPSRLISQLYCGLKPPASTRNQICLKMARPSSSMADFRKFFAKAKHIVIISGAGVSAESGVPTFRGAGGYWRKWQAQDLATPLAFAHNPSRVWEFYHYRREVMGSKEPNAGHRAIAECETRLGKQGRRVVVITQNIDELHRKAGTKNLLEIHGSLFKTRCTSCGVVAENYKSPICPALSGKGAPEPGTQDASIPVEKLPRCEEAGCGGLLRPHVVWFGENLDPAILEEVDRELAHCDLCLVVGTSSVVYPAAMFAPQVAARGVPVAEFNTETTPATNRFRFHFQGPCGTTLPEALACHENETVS
E-selectin induc – induces E-selectin expression in human endothelial cells. P16581. HUVEC E-selectin immunofluorescence imaging; normalized: neutral wells 0, TNF-alpha wells 100. activation, % at 7.58 µM. 260,000 compounds, 0.37% hits;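 active means mean E-selectin-positive cell signal at least 10% of the positive control, reached in at least 60% of replicates, without over 20% cell loss; inconclusive means no rule given, readout overlaps actives, possibly toxicity-flagged; inactive means the rest, including those meeting only one limit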;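 further: in these data hits start at about 27%; measured in HUVEC primary endothelial cells; signal is the percent of cells scored E-selectin positive by PE staining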
Target sequence (P16581 whole entry, looked up): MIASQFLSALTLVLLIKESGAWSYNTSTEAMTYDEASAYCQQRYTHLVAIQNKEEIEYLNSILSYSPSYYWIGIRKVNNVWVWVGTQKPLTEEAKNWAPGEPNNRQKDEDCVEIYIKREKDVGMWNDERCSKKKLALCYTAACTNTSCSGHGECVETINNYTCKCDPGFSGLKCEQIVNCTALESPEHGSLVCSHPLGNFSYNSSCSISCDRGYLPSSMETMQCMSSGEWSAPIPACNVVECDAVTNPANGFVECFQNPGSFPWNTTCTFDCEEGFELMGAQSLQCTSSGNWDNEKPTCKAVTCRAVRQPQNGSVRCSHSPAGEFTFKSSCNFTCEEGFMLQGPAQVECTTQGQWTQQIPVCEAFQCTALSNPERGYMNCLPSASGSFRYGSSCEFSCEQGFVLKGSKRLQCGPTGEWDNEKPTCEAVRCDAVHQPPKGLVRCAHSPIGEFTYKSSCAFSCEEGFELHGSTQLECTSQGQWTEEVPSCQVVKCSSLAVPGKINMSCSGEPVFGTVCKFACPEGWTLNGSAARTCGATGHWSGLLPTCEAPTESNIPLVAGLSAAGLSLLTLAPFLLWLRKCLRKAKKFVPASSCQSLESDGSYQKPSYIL
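Test system – human umbilical vein endothelial cells (HUVEC), E-selectin induction · Input – 3,000 HUVEC seeded per well · Buffer or medium – EGM-2, gelatin · Compound dosing – single-point compound dose · Detection – immunofluorescence imaging · Measure – percent E-selectin-positive cells · Controls – TNF-alpha high, DMSO low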
C2C12 statin – suppressors of simvastatin-induced myotoxicity in C2C12 myotubes | ATP luminescence, 48 h; scaled: DMSO 0, geranylgeraniol control 100 | rescue of ATP level, % at 7.49 µM | 330,000 compounds, 0.78% hits;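 active means mean ATP rescue above about 67%, or every replicate alone reaching that limit, limit read from the data, passing the limit was not always enough; inconclusive means no clear call, values can overlap the other calls; inactive means mean under the limit and some replicate under it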;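 further: myotubes were challenged with 10 µM simvastatin during compound exposure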
PglD inh – inhibitors of Campylobacter jejuni PglD acetyltransferase; purified PglD enzyme, DTNB colorimetric CoA detection; inhibition, % at 12.5 µM; 360,000 compounds, 0.098% hits; in the data active means inhibition above about 16%, passing the limit was not always enough; inconclusive means no clear call, values can overlap the other calls; further: strong numbers were not always called active
ERp5 block – blocks human ERp5 reductase activity on insulin; Q15084; ERp5 insulin aggregation, absorbance 650 nm, 90 min; inhibition, % at 9.99 µM; 350,000 compounds, 0.05% hits;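 active means mean replicate inhibition above about 25%, with every replicate also reaching it, limit read from the data, passing the limit was not always enough; inconclusive means only one of those two criteria met; inactive means neither criterion met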
Active calls of the source: *; ? = inconclusive; · = not tested or not shown. A portion of the library. The share of hits here may be higher or lower than overall.

SMILES	S100A4 inh HTS	DENV2 CPE rescue	SIRT5 block	E-selectin induc	C2C12 statin	PglD inh	ERp5 block
O=C(C1CC(=O)N(c2ccc3c(c2)OCCO3)C1)N1CCN(S(=O)(=O)c2cccc(F)c2)CC1 (centres undefined)	6.6	1.6	-3.6	-0.1	4.4	-0.6	5.9
Cc1cc(N/N=C/c2ccncc2)c([N+](=O)[O-])cc1[N+](=O)[O-]	-4.8	-4.3	4.4	0.0	18.0	-1.3	-3.1
Cc1cc(C(=O)NC(C)CCC(C)C)c2ccccc2n1 (centres undefined)	1.2	-4.0	-0.3	·	·	·	0.0
Cc1ccc(N(C)C(=O)C2CCCN2S(=O)(=O)c2cccc3nsnc23)cc1 (centres undefined)	0.8	·	3.0	-0.3	21.7	3.4	4.7
Cc1nnc(SCC(=O)N(C(C)C)C(C)C)[nH]c1=O	-2.5	-2.4	-2.3	-0.2	1.9	-6.3	5.1
O=C(c1ccco1)N1CCN(C(=S)Nc2ccc(F)c(Cl)c2)CC1	1.5	-2.4	-0.3	0.0	-0.8	4.3	1.0
C[C@@H]1CN([C@H](C)CO)C(=O)c2cc(C#Cc3ccccc3F)cnc2O[C@H]1CN(C)S(=O)(=O)c1ccccc1F	11.5	-1.6	9.4	1.1	21.2	-0.4	-0.9
N#CCSc1ccccc1NC(=O)COC(=O)CCNC(=O)c1ccc([N+](=O)[O-])cc1	-2.8	-7.5	-0.4	·	2.0	-3.9	5.5
C[C@H](CO)N1C[C@H](C)[C@@H](CN(C)C)Oc2c(NC(=O)c3ccc(-c4nccs4)cc3)cccc2C1=O	12.4	?	0.8	-3.4	-3.2	-2.2	-7.1
N#C/C(=N\Nc1ccccc1)C(=N)N1CCCCCC1	2.7	1.8	1.2	0.3	-6.6	·	-1.1
C[C@@H]1CCCCO[C@H](CN(C)Cc2ccncc2)[C@@H](C)CN([C@H](C)CO)C(=O)c2cc(NS(=O)(=O)c3ccc(F)cc3)ccc2O1	-6.0	-3.4	-0.2	-0.1	·	-1.2	0.5
CCCc1nc2nc(C)c(NS(=O)(=O)c3ccc(CC(C)C)cc3)c(=O)n2[nH]1	-2.5	-1.6	-1.4	·	-0.8	1.4	1.1
Cc1ccc(S(=O)(=O)/N=C(/Nc2ccc([N+](=O)[O-])cc2[N+](=O)[O-])c2ccccc2)cc1	-2.7	-8.0	2.6	·	·	·	-1.3
COCC(=O)N1CCCC(N(C)CCc2ccc(OC)c(OC)c2)C1 (centres undefined)	2.9	-4.7	-8.5	·	4.6	0.6	0.8
O=C(/C=C(O)/C=C/c1ccc(O)cc1)/C=C/c1ccc(O)cc1	-11.3	61.1*	·	-0.3	7.5	-1.8	-11.8
CCCCCCn1cc(CN2CC(N(C)CCC)CS2(=O)=O)nn1 (centres undefined)	-2.9	-2.1	2.7	-0.2	·	·	2.0
COc1cc(OC)c(OC)cc1C=NCC1(c2ccccc2)CCCC1	-2.9	-0.3	-1.5	·	-12.2	3.7	0.7
COc1ccc(S(=O)(=O)Nc2cccnc2)cc1OC	0.0	3.5	4.7	·	-2.7	7.3	-1.2
CCOC(=O)C1CCN(C(=O)COC(=O)CNC(=O)c2ccc(OC)cc2)CC1	1.5	-1.0	-1.8	0.0	-1.0	6.3	1.5
CC(CCc1ccccc1)NC(=O)C1CCC1 (centres undefined)	4.6	1.5	-0.4	0.8	-3.1	0.4	1.0
Cc1noc(C)c1S(=O)(=O)Nc1ccc2c(c1)C(=O)N([C@@H](C)CO)C[C@@H](C)[C@H](CN(C)S(C)(=O)=O)OCCCC[C@@H](C)O2	1.7	-0.4	2.1	1.0	·	1.7	0.2
CC(C)N(C(=O)[C@H]1C[C@H](CC(=O)NCCC2=CCCCC2)C(=O)N2CCc3c([nH]c4cc(CCC(=O)N(C)C)ccc34)[C@]12C)C(C)C	5.2	0.8	8.4	0.6	-5.4	2.1	3.0
CCOC(=O)c1oc2c(c1C)/C(=N/O)CCC2	-3.2	·	-2.0	·	12.2	1.4	0.1
CCC(C)n1c(SCC(=O)NC(=O)c2cccn2C)nc2ccccc2c1=O (centres undefined)	0.3	-4.8	-0.9	-3.5	·	·	-0.1
C=CCN1C(=O)CN=C1NCc1ccccc1	·	·	·	-0.9	-2.4	-2.2	·
COc1cc2[nH]c(=O)c(C(=O)NCCCN3CCOCC3)c(O)c2cc1OC	-1.1	1.6	-2.9	·	-1.6	·	1.9
CCCC1CCC(=NNC(=O)OC(C)(C)C)CC1 (centres undefined)	0.1	3.5	-0.9	·	·	·	-0.5
CCN(Cc1ccccc1)S(=O)(=O)c1ccc(C(=O)N(CCCN(C)C)c2nc3c(F)cccc3s2)cc1	23.4	4.7	0.5	·	3.6	7.2	-1.5
Cc1cc(NC(=O)C(C)SCC(=O)Nc2nc3c(F)cc(F)cc3s2)no1 (centres undefined)	-6.9	4.8	1.4	-0.3	6.2	-2.5	1.3
Cc1cc(C)n(C(=O)Cn2nc([N+](=O)[O-])cc2C)n1	3.1	-6.5	0.9	-0.1	·	·	3.2
C/C=C/c1cnc2c(c1)C(=O)N([C@@H](C)CO)C[C@H](C)[C@@H](CN(C)C(=O)Cc1cccnc1)O2	23.1	3.1	3.7	0.3	-2.9	1.7	-1.4
COc1ccc(Cl)cc1C(=O)NNC(=S)NC1CCCC1	-23.5	3.4	3.3	2.4	·	·	-1.4
Cc1ccc(C)c(NS(=O)(=O)c2cc(C(=O)N3CCCC3)ccc2Cl)c1	5.0	-0.3	-3.6	0.7	·	·	-2.1
Cc1ccnc2nc(C(=O)OCCOc3ccc(Cl)cc3)nn12	-4.0	-5.2	-2.0	·	·	·	-0.7
O=C(N/N=C/c1c(O)n(-c2ccccc2Cl)c(=O)c2ccccc12)c1cccnc1	4.0	5.8	4.1	-0.1	·	·	7.2
CCCc1ccc2oc(C(=O)N(C)CCn3ccnc3C)c(C)c2c1	3.5	2.9	-3.4	0.2	-8.7	-5.6	0.3
CC(C)c1ccc(NC(=S)NN2CCOCC2)cc1	-5.2	10.3	-1.1	-0.1	·	-2.5	0.3
CC(C)NC(=O)N1[C@@H]2CN(C(=O)Nc3cccc(Cl)c3)c3ccccc3[C@@H]2[C@@H]1CO	3.1	-1.1	-0.9	0.2	15.9	1.7	0.6
C[C@@H]1CCCCO[C@H](CN(C)Cc2ccccc2)[C@H](C)CN([C@H](C)CO)C(=O)c2cc(NS(=O)(=O)c3ccc(F)cc3)ccc2O1	-29.8	12.6	1.2	·	·	-1.3	4.7
CC(=O)c1ccc(NC(=O)c2noc(C(C)C)c2[N+](=O)[O-])cc1	-29.9	·	-4.4	-0.1	·	·	-8.0
CCOc1ccc(Cl)cc1S(=O)(=O)NCc1ccccn1	3.2	0.5	-0.3	·	8.4	·	-2.3
c1ccc(Cn2c(NCc3ccccn3)nc3ccccc32)cc1	-0.7	-1.9	-3.4	·	-1.7	-2.6	1.6
O=C(CCCN1C(=O)c2cccc3cccc(c23)C1=O)NCc1ccco1	0.3	4.2	-5.7	·	·	·	2.5
Nc1[nH]c(C(=O)c2ccccc2)c(-c2ccccc2Cl)c1C(=O)c1ccccc1	5.3	7.2	-5.4	-0.1	·	·	-1.5
CN(C)C(=O)c1ccc(-c2ccccc2[C@@H]2[C@@H](C#N)N(C(=O)C3CC3)[C@@H]2CO)cc1	-3.1	39.9*	2.0	-0.1	·	·	-4.3
COCCn1c(-c2ccc(OC)cc2)c(-c2ccc(OC)cc2)oc1=O	-22.2	-1.9	-4.2	·	8.4	5.8	4.5
O=CNC1(c2ccccc2)CCCCC1	-4.3	2.5	0.1	-0.4	·	·	4.1
C#Cc1cc(N2CCN(C(=O)c3ccoc3)CC2)n2nc(-c3cccc(Cl)c3)cc2n1	-4.0	-9.3	-5.3	-2.0	64.3	3.3	5.3
O=C(CSc1ccc(-c2ccccn2)nn1)NC1CCCC1	-11.9	2.2	-2.1	5.8	·	·	1.5
Cc1ccc(OCc2nnc(NC(=O)c3cccnc3)s2)cc1	1.3	12.7	0.2	1.9	-3.2	·	?

A draw from above in order of molecular weight, rising.
SMILES	S100A4 inh HTS	DENV2 CPE rescue	SIRT5 block	E-selectin induc	C2C12 statin	PglD inh	ERp5 block
O=C(CSc1ccc(-c2ccccn2)nn1)NC1CCCC1	-11.9	2.2	-2.1	5.8	·	·	1.5
Cc1ccc(OCc2nnc(NC(=O)c3cccnc3)s2)cc1	1.3	12.7	0.2	1.9	-3.2	·	?
CN(C)C(=O)c1ccc(-c2ccccc2[C@@H]2[C@@H](C#N)N(C(=O)C3CC3)[C@@H]2CO)cc1	-3.1	39.9*	2.0	-0.1	·	·	-4.3

More compounds:
SMILES	S100A4 inh HTS	DENV2 CPE rescue	SIRT5 block	E-selectin induc	C2C12 statin	PglD inh	ERp5 block
COC(=O)C(Sc1ccc(Cl)cc1)C1SC(=S)N(Cc2ccccc2)C1=O (centres undefined)	-3.1	-2.7	0.8	·	2.8	0.5	3.9
C[C@@H](O)C#Cc1ccc2c(c1)O[C@H](CN(C)Cc1cncnc1)[C@@H](C)CN([C@@H](C)CO)S2(=O)=O	14.5	35.0	-19.6	-0.9	-10.7	-3.2	-1.0
CN(C)C(=O)c1cccc(-c2ccc([C@@H]3[C@@H](CO)N4CCCCN(CC5CCOCC5)C[C@@H]34)cc2)c1	-4.3	?	-2.2	0.1	2.0	3.0	-0.9
CCN(CC)CCN(Cc1cc2cc3c(cc2[nH]c1=O)OCO3)C(=S)NCCOC	3.3	4.8	-9.3	·	10.8	2.0	3.2
CC(C)CC#Cc1cnc2c(c1)C(=O)N([C@@H](C)CO)C[C@@H](C)[C@H](CN(C)Cc1cccc(F)c1)O2	3.7	-15.5	8.4	-0.1	62.7	-1.0	-4.2
COc1ccc(NC(=O)N2C[C@@H](O)COC[C@@H]3O[C@@H](CC(=O)NCc4ccccc4OC)CC[C@H]32)cc1	-23.5	1.4	6.4	-0.1	18.6	-1.9	7.6
C[C@@H]1CCCCO[C@@H](CN(C)S(=O)(=O)c2ccccc2)[C@H](C)CN([C@@H](C)CO)C(=O)c2cc(NC(=O)CCCN(C)C)ccc2O1	1.8	25.6*	-3.8	0.2	·	-0.7	-1.6
Cc1cc(C)nc(NC(=O)c2ccc([N+](=O)[O-])o2)n1	0.1	92.8*	-1.9	·	0.0	·	2.9
Cc1ccc(S(=O)(=O)N[C@H]2CC[C@@H](CCNC(=O)c3ccc4c(c3)OCO4)O[C@H]2CO)cc1	-7.3	11.9	5.4	-2.3	0.6	2.7	-0.9
O=C(NC(=S)N1CC=CCC1)c1ccccc1	5.9	1.9	·	3.8	·	·	2.3
COc1cc(C(=O)NCc2nnc(SCC(=O)c3ccccc3)o2)cc(OC)c1OC	-0.6	3.9	-3.4	0.6	6.5	-3.0	2.3
O=[N+]([O-])c1cccc(C(=S)N2CCN(c3ccccc3F)CC2)c1	-2.5	8.4	·	·	·	·	-2.6
O=C(OCn1nnc2ccccc2c1=O)c1cc(-c2ccccc2Cl)nc2ccccc12	-2.1	-0.1	-1.8	·	?	4.6	-1.5
CCc1ccc2c(c1)C(O)(CC(=O)c1cccs1)C(=O)N2 (centres undefined)	3.3	1.9	0.7	0.9	5.9	1.2	-3.1
C=CCCN(C1CCCC1)S(=O)(=O)c1ccccc1Br	0.3	5.6	·	-0.1	1.4	-2.7	-3.1
O=C(Nc1ccc(SC(F)F)cc1)c1ccc2c(=O)n3c(nc2c1)CCC3	-19.9	-2.6	-11.2	·	-66.8	9.5	17.5
COc1cccc(C(C)NC(=O)C2CCCC2)c1 (centres undefined)	14.5	?	-2.8	·	11.5	·	1.7

Screens deposited in PubChem by Broad Institute.
